# Source: PubChem BioAssay
# S100A4 inh HTS – inhibitors of S100A4-myosin IIA peptide binding, primary screen, biochemical, fluorescence polarization, TAMRA-MyoIIA peptide; Protein S100-A4 (Homo sapiens), P26447; inhibition, % at 10.7 µM; actives 0.14% (n = 360,000); AID 652163, 2013;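 active = mean inhibition of at least 70% across replicates, with every replicate also reaching that level; inconclusive = mean inhibition reaches 70% but some replicates fall short; inactive = mean inhibition below 70%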
# Target sequence (P26447 whole entry, looked up): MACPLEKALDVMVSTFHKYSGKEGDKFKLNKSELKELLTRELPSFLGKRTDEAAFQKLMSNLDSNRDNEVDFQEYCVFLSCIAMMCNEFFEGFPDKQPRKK
#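 Compound dosing: one dose per compound; test system: human S100A4 monomer with TAMRA-labelled myosin IIA peptide; probe or stimulus: TAMRA-labelled myosin IIA heavy-chain peptide probe, 5 nM; medium: HEPES buffer with Ca2+, pH 7.2; schedule: 5 min incubation before reading; benchmarks: neutral control DMSO, positive control TFP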
# C2C12 statin – suppressors of statin myotoxicity in C2C12 myotubes, primary screen, cell-based, single point, plate reader. rescue of ATP level, % at 7.49 µM. C2C12 myotubes + simvastatin, ATP luminescence, 48 h; scaled: DMSO 0, geranylgeraniol control 100. actives 0.78% (n = 330,000);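 active = mean ATP rescue above about 67%, or every replicate alone reaching that limit, limit read from the data, passing the limit was not always enough; inconclusive = no clear call, values can overlap the other calls; inactive = mean under the limit and some replicate under it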;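 note: myotubes were challenged with 10 µM simvastatin during compound exposure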
# LGR2 antag – inhibitors of bursicon-induced LGR2 CRE-luciferase signal, primary screen, cell-based, HEK293, CRE-luciferase reporter, bursicon stimulation; Drosophila bursicon receptor LGR2 (rickets); bursicon-stimulated, 4 h; inhibition, % at 9.99 µM; actives 0.35% (n = 380,000);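 active = drop in luminescence signal, shown as inhibition above about 50% in the replicate tests, limit read from the data, passing the limit was not always enough; inconclusive = probably only some replicates passing the limit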;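 note: agonist challenge used bursicon conditioned medium at about half maximal strength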
# SIRT5 inh – SIRT5 desuccinylase inhibitors, primary screen, biochemical, fluorescence imaging, single point, set 5; actives 1.1% (n = 330,000); inhibition, % at 15 µM; Purified SirT5, succinyl-peptide AMC, trypsin-coupled fluorescence; AID 652115, 2013; in the data active = inhibition above about 15%; inconclusive = no clear call, values can overlap the other calls
# Target sequence (Q9NXA8 whole entry, looked up): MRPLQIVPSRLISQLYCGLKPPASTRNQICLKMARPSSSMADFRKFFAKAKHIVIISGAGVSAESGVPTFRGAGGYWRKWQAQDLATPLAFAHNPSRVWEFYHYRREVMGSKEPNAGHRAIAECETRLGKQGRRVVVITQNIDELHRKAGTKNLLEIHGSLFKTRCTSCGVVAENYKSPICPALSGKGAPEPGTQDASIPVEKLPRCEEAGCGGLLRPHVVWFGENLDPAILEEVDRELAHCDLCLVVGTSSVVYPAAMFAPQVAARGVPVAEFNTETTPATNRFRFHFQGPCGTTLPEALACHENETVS
# CASP6 VEID inh – human caspase-6 inhibitors, primary screen, biochemical, VEID-R110 fluorescence, single point, set 2. purified caspase-6, Z-VEID-R110 cleavage fluorescence. AID 686996, 2013. actives 0.53% (n = 350,000). inhibition, % at 12.5 µM;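 active = mean inhibition across replicates at least about 35%, with every replicate also reaching that limit, limit read from the data; inconclusive = only one of the two criteria met; inactive = neither criterion met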;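 note: 0% = median of neutral control wells and 100% = no fluorescence left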
# Target sequence (P55212 24-179 limits assumed): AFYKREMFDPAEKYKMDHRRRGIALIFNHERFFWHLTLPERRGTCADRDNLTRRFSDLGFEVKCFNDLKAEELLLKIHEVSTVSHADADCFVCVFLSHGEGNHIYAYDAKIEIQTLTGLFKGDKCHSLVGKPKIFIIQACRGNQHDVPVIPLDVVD
# Target sequence (P55212 194-293 limits assumed): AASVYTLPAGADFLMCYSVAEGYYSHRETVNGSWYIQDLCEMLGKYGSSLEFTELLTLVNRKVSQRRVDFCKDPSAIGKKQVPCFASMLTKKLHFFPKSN
# esBAF inh – Bmi1 luciferase reporter increase in mESCs, primary screen, esBAF inhibitor project, mouse ES cells, Bmi1 luciferase knock-in, single point; 24 h; 100% = twice the neutral-well signal; reporter increase, % at 12.5 µM; actives 2% (n = 350,000); AID 602393, 2012; in the data active = activation above about 40%; inconclusive = no clear call, values can overlap the other calls;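 note: 0% = median of the plate's neutral control wells and 100% = double that signal; a rise in the Bmi1 reporter signal indicates esBAF inhibition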
# FN deposit inh – inhibitors of fibronectin matrix deposition, primary screen, AH1F cells, Alexa488-fibronectin fluorescence, plate reader | AH1F fibroblasts, overnight | inhibition, % at 12.6 µM | actives 0.086% (n = 350,000) | AID 743247, 2014;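 active = mean inhibition across replicates of 30% or more, regardless of how many single replicates reach that level; inconclusive = mean under 30% yet at least half of replicates reach 30%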;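 note: positive control wells lacked labelled fibronectin entirely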
#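 Material: AH1F fibroblasts assembling fluorescent fibronectin matrix; amount: 10000 AH1F cells/well; medium: DMEM, 2% serum; reagent: Alexa488-fibronectin, 24 nM final in well; dosing: single compound dose, delivered by pin transfer; incubation: 1 h adhesion, overnight exposure; detection: fluorescence after three HBSS washes, excitation 485 nm, emission 525 nm; measure: fibronectin deposition inhibition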
# An asterisk follows results filed as active; ? = inconclusive; · = no result given; & = joins results of further samples.
(1) COC(=O)Cc1ccc(NC(=S)N2CCCC(C)C2)cc1 (stereo not drawn)
(2) O=C(Nc1cccc(C(=O)N2CCOCC2)c1)c1ccccc1
(3) COc1ccc(CCNC(=S)NCc2cccs2)cc1OC
(4) COc1ccc(CCNc2nnc(Sc3nnnn3-c3ccccc3)s2)cc1OC
(5) O=C(C[C@H]1CC[C@@H](NC(=O)Nc2ccccc2)[C@@H](CO)O1)NCc1ccccn1
(6) CC(=O)OCC1OC(n2ncc(=O)n(Cc3ccccc3)c2=O)C(OC(C)=O)C1OC(C)=O (stereo not drawn)

Screen / compound no.,1,2,3,4,5,6
S100A4 inh HTS,3,·,-3,·,-4,1
C2C12 statin,·,-5,12,-47,-5,4
LGR2 antag,1,·,-3,·,16,·
SIRT5 inh,-3,·,-5,·,0,1
CASP6 VEID inh,0,·,-2,·,-3,0
esBAF inh,·,-5,-1,-10,0,-10
FN deposit inh,5,2,1,-10,·,2

(7) COc1ccc2c3c([nH]c2c1)[C@@H](CO)NCC31CCN(C(=O)C2CCOCC2)CC1
(8) Cc1cc(C)cc(N(C(C)C(=O)NCc2ccc3c(c2)OCO3)S(C)(=O)=O)c1 (stereo not drawn)
(9) COc1ccccc1CNC(=O)CCS(=O)(=O)c1ccc2c(c1)CC(C)N2C(=O)C1CC1 (stereo not drawn)
(10) CCOc1cc(/C=N/NC(=O)Cc2ccc(C(F)(F)F)cc2[N+](=O)[O-])ccc1O
(11) COC(=O)c1ccc(NC(=O)c2cc3c(CO)cnc(C)c3oc2=Nc2cccc(C(N)=O)c2)cc1
(12) COc1cccc(C(=O)/C=C2\Sc3ccccc3N2C)c1

Screen / compound no.,7,8,9,10,11,12
S100A4 inh HTS,-7,-1,-1,9,-5,-8
C2C12 statin,·,3,-12,·,3,-5
LGR2 antag,-2,4,3,2,0,-5
SIRT5 inh,2,-2,-5,5,1,0
CASP6 VEID inh,0,-1,4,-1,6,2
esBAF inh,·,2,0,·,-5,45*
FN deposit inh,3,2,5,-4,·,0

(13) O=C(Nc1ccc(CN2CCOCC2)cc1)c1ccc(-c2cc(Cl)ccc2Cl)o1
(14) CCCN(C(=O)CN1C(=O)NC2(CCCCCC2)C1=O)C1CCS(=O)(=O)C1 (stereo not drawn)
(15) O=C(Cn1cnc2ccccc2c1=O)Nc1ccc2c(c1)OCO2
(16) C[C@@H]1CN([C@@H](C)CO)S(=O)(=O)c2ccc(-c3cccc(C#N)c3)cc2O[C@@H]1CN(C)C(=O)Nc1cc(F)ccc1F
(17) Cc1cc(OCC(=O)NNC(=S)NC(=O)c2ccc(Br)o2)ccc1Cl
(18) O=C(Nc1ccc(Oc2ccc(Br)cc2)cc1)C1=CC=CN2CCS(=O)(=O)N=C12

Screen / compound no.,13,14,15,16,17,18
S100A4 inh HTS,·,2,-1,4,-11,-4
C2C12 statin,-8,2,5,-15,·,-22
LGR2 antag,·,·,-51,4,23,0
SIRT5 inh,·,1,-2,2,1,-4
CASP6 VEID inh,·,0,3,3,5,-6
esBAF inh,-4,-4,57*,-11,·,-2
FN deposit inh,-7,-6,5,·,5,2

# Overlap with the part before: two compounds, then new ones.
(17) Cc1cc(OCC(=O)NNC(=S)NC(=O)c2ccc(Br)o2)ccc1Cl
(18) O=C(Nc1ccc(Oc2ccc(Br)cc2)cc1)C1=CC=CN2CCS(=O)(=O)N=C12
(19) COc1ccc(NC(=S)N2CCC(NC(=O)c3ccccc3C)CC2)cc1
(20) COC(=O)c1ccc2nc(-c3ccc(S(C)(=O)=O)cc3)cn2c1
(21) C[C@@H]1CN([C@@H](C)CO)C(=O)Cc2cc(NS(=O)(=O)c3ccc(F)cc3)ccc2O[C@@H]1CN(C)Cc1ccc(C(=O)Nc2ccccc2N)cc1
(22) NC(=O)c1ccc(NC(=O)c2cccc(Oc3ccccc3)c2)cc1
(23) CCCCc1cc(=O)oc2cc(C)cc(OCC(=O)NCc3cccnc3)c12
(24) O=C(Nc1ccccn1)C1CCN(c2ncnc3c2nc2n3CCCCC2)CC1

Screen / compound no.,17,18,19,20,21,22,23,24
S100A4 inh HTS,-11,-4,0,2,1,4,-1,-7
C2C12 statin,·,-22,4,4,6,6,2,-1
LGR2 antag,23,0,-5,-39,-33,-15,-8,-8
SIRT5 inh,1,-4,0,-2,·,-2,-21,0
CASP6 VEID inh,5,-6,1,-1,1,2,3,-2
esBAF inh,·,-2,9,29,-7,5,-2,-1
FN deposit inh,5,2,-1,-2,·,-10,-8,7

(25) COC(=O)C1(C(F)(F)F)N=C(N(C)C)OC(N(C)C)=N1
(26) CCOC(=O)C1(CCOC)CCN(Cc2ccc(C3CCCCO3)s2)CC1 (stereo not drawn)
(27) Cc1ccc(S(=O)(=O)Nc2cccc3c2O[C@H](CN(C)Cc2ccc(-c4ccccc4)cc2)[C@@H](C)CN([C@H](C)CO)C3=O)cc1
(28) O=C(CSc1cccc[n+]1[O-])c1ccc(-c2ccccc2)cc1
(29) CCOC(=O)Cc1csc(NC(=O)COc2ccc(N(C)S(=O)(=O)c3ccc(C)cc3)cc2)n1
(30) Cc1cc(C)cc(NC(=O)COc2coc(CN3CCc4ccccc43)cc2=O)c1

Screen / compound no.,25,26,27,28,29,30
S100A4 inh HTS,·,5,-1,-2,·,-2
C2C12 statin,13,-6,-16,2,-13,21
LGR2 antag,13,·,-11&2,-54,·,0
SIRT5 inh,·,-3,-2,-2,·,0
CASP6 VEID inh,·,0,-4,1,·,5
esBAF inh,-4,-6,-1,34,-1,-1
FN deposit inh,·,0,·,-7,-6,-6

(31) CCOC(=O)CNC(=O)C1CCC(CNS(=O)(=O)c2cccc3nsnc23)CC1 (stereo not drawn)
(32) C[C@H](CO)N1C[C@H](C)[C@@H](CN(C)Cc2ccccn2)Oc2cc(Br)ccc2S1(=O)=O
(33) Cc1ccc(Cl)cc1-c1cc(C(=O)NCc2ccco2)[nH]n1
(34) COc1cc(CCC(=O)OCC(=O)Nc2ccc(C)cc2Br)cc(OC)c1OC
(35) COc1cc(S(=O)(=O)N2CCN(C)CC2)ccc1Cl
(36) COc1ccc(N2CCN(S(=O)(=O)CCNC(=O)Cc3ccc([N+](=O)[O-])cc3)CC2)cc1

Screen / compound no.,31,32,33,34,35,36
S100A4 inh HTS,-10,12,-3,2,-3,8
C2C12 statin,11,·,20,5,-1,3
LGR2 antag,9,-25,-5,-5,15,3
SIRT5 inh,0,-1,-2,-3,-6,0
CASP6 VEID inh,3,0,2,0,-1,2
esBAF inh,-5,4,-1,2,-1,-9
FN deposit inh,-11,-4,2,0,·,2

(37) NC(=O)c1cccc(CC(=O)c2ccccc2)c1
(38) O=C(NNc1ccnc2cc(Cl)ccc12)C1CCCCC1
(39) O=C(CSc1nc2ccccc2[nH]1)Nc1cccc(S(=O)(=O)N2CCOCC2)c1
(40) O=C(NC1CCCCC1)N[C@@H]1CC[C@@H](CCNS(=O)(=O)c2ccccc2)O[C@@H]1CO
(41) CC(CC(=O)Nc1ccc2c(c1)c(=O)n(C)n2Cc1ccc(F)cc1)C(F)(F)F (stereo not drawn)
(42) COc1cc(OC)c(C2=NOC(C(=O)Nc3cc(C)nn3-c3ccccc3)C2)cc1Cl (stereo not drawn)

Screen / compound no.,37,38,39,40,41,42
S100A4 inh HTS,2,4,1,6,-4,·
C2C12 statin,0,·,8,-1,-2,-4
LGR2 antag,-4,2,11,-11,-3,19
SIRT5 inh,-3,6,-1,3,-33,·
CASP6 VEID inh,0,-14,-4,-23,0,·
esBAF inh,5,·,4,3,13,-1
FN deposit inh,4,-8,0,·,2,-2

(43) O=C(NCCOCCOCCNC(=O)c1ccccc1)c1ccccc1
(44) Cc1[nH]c2ccccc2c1CC(=O)Nc1ccc(Nc2cccnc2)c(-c2ccc(Cl)c(Cl)c2)c1
(45) COc1ccc(C(C(=O)NC(C)(C)C)n2c(COc3ccc(C)cc3)nc3ccccc32)cc1 (stereo not drawn)
(46) Cc1nn(-c2ccccc2)c(Cl)c1/C=N/Nc1nnc(C)c(=O)[nH]1
(47) Cc1c(NC(=O)CN2C(=O)NC(C)(c3ccc(Cl)cc3)C2=O)c(=O)n(-c2ccccc2)n1C (stereo not drawn)
(48) C/C(NC(=O)c1cccc(F)c1)=C1/C(=O)C[C@@H]2[C@H]1C2(C)C

Screen / compound no.,43,44,45,46,47,48
S100A4 inh HTS,-5,-4,-7,2,-3,·
C2C12 statin,·,·,·,·,7,128*
LGR2 antag,3,14,-5,-68,6,-47
SIRT5 inh,-1,·,-19,-2,0,·
CASP6 VEID inh,1,0,1,-4,0,·
esBAF inh,·,·,·,·,-7,65*
FN deposit inh,2,-12,-10,-4,·,·

(49) CCN(CC)CCN1C(=O)c2ccccc2NC1c1ccc(Br)cc1 (stereo not drawn)
(50) C/C=C/c1ccc([C@H]2[C@@H](CO)N(C(=O)Cc3cccnc3)[C@H]2CNC(C)=O)cc1
(51) COC(=O)c1ccccc1NC(=O)c1ccc(-c2ccccc2F)o1
(52) CSc1nnc(Cn2c(=O)sc3ccccc32)n1CCc1ccccc1
(53) Cc1ccnc(SCC(N)=O)n1
(54) Cc1ccc(CN2CCN(/N=C\c3cccc([N+](=O)[O-])c3)CC2)cc1

Screen / compound no.,49,50,51,52,53,54
S100A4 inh HTS,-5,-9,·,-2,-4,-3
C2C12 statin,·,2,-27,2,·,8
LGR2 antag,-31,-22,23,-4,-7,4
SIRT5 inh,-12,1,·,0,-1,0
CASP6 VEID inh,-6,·,·,3,0,-1
esBAF inh,·,4,?,3,·,-1
FN deposit inh,-9,24,-7,-1,-1,1

# Copied from the list.
# CSc1nnc(Cn2c(=O)sc3ccccc32)n1CCc1ccccc1 | esBAF inh = 3
# Cc1ccc(CN2CCN(/N=C\c3cccc([N+](=O)[O-])c3)CC2)cc1 | LGR2 antag = 4

# (further entries)
(55) COc1ccc(CNC(=O)C[C@H]2C=C[C@@H](NS(=O)(=O)c3cccc(OC)c3)[C@@H](CO)O2)cc1
(56) CO[C@H]1CC[C@H]2CCN(C)C(=O)[C@@H](C)N(C)C(=O)c3cc(C#N)ccc3OC[C@@H]1O2
(57) COCCn1c(N)c(N(Cc2ccccc2)C(=O)C2CCCC2)c(=O)[nH]c1=O
(58) NCCCS(=O)(=O)O
(59) O=C(C[C@@H]1CC[C@@H]2[C@H](COC[C@@H](O)CN2S(=O)(=O)c2cccc(Cl)c2)O1)N1CCOCC1
(60) Fc1cccc(CSc2ncnc3c2ncn3C2CCCCO2)c1 (stereo not drawn)
(61) O=C1CN(C(=O)c2ccc(Cl)c(S(=O)(=O)N3CCc4ccccc43)c2)c2ccccc2N1
(62) CCOC(=O)C1=C(CN2CCN(C(=O)OCC)CC2)NC(=O)NC1c1ccc2c(c1)OCO2 (stereo not drawn)
(63) C[C@H](CO)N1C[C@H](C)[C@@H](CN(C)Cc2ccc(-c3ccccc3)cc2)Oc2ccc(NC(=O)c3ccncc3)cc2C1=O

Screen / compound no.,55,56,57,58,59,60,61,62,63
S100A4 inh HTS,-25,-3,-1,11&-2,0,-5,-6,-1,6
C2C12 statin,·,2,-1,1&1,-7,-9,9,·,2
LGR2 antag,-18,4,-2,8,-8,-102,9,13,-12
SIRT5 inh,-2,-1,-1,1&1,5,·,4,4,4
CASP6 VEID inh,-4,-2,-7,-5&1,-1,1,10,3,0
esBAF inh,·,-2,-3,1&-3,-4,83*,6,·,1
FN deposit inh,·,-13,-8,1&-7,3,1,-6,·,8

# This is a subset, so the mix of outcomes need not match the whole.
